Screens (PubChem BioAssay)
A549 viability – kills or reduces viability of A549 cells in Nrf2 counter-screen; A549 ARE-Fluc cells, CellTiter-Fluor viability, 18-24 h; actives 0.16% (n = 390,000); Potency, µM (doses to about 46 µM), inactives show top-dose activity change, negative = cytotoxicity, hits mostly inhibitors; AID 504648; further: potency means the concentration at half of the fitted maximal effect; on the % scale 0 is the no-effect control and ±100 the full control effect
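A549 ARE-Fluc cells in 5% FBS OPTI-MEM, 5000 cells/well, rested 2 h then exposed to compounds in concentration-response for 18-24 h at 37 °C. Viability by CellTiter-Fluor fluorescence (Ex 405/Em 525) after 30 min; luciferase luminescence (BugLite, 15 min, RT) read afterwards.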
Nrf2 block – blocks Nrf2 signaling; A549 ARE-Fluc reporter, luciferase luminescence, 18-24 h; Potency, µM (series often up to 46 µM), without a hit: top-dose activity change, negative = inhibition, actives largely listed as inhibitors; actives 2.1% (n = 360,000); further: potency means the concentration at half of the fitted maximal effect; on the % scale 0 is the no-effect control and ±100 the full control effect; nearly all actives have a fitted effect of over 60% in size
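Nrf2 function is reported as luminescence of an ARE-controlled luciferase in A549 cells. Compounds were tested at several concentrations, and a CellTiter-Fluor read on the same wells flagged cytotoxicity.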
IL2 activator – activators of IL-2 | IL-2 activation reporter assay, cell-based qHTS; stimulated with anti-CD3/CD4/CD28 beads; in transgenic mouse T cells | activation, % (series mostly up to about 46 µM) | actives 0.065% (n = 360,000); in the data active means activation above about 50%; inconclusive means mostly about 30% to 49%; further: 0% is about no effect
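Screening format: compound pinned onto unstimulated transgenic mouse T cells, 60 min incubation, then anti-CD3/anti-CD4/anti-CD28 bead stimulation for 18 hours at 37 degrees C, followed by EGFP and DsRed detection.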
S2 tox – viability counter-screen for ATXN expression inhibitors; Potency, µM (highest dose often 56.7 µM), usual class: cytotoxic; actives 0.49% (n = 400,000); S2 cells (HEK-293 line with an ATXN2-luciferase reporter) viability, CellTiter-Fluor protease fluorescence, 24 h; further: potency means the concentration at half of the fitted maximal effect; nearly all actives have a fitted effect of over 40% in size
TGFb SMAD3 inh – blocks TGF-b signaling; HepG2 CAGA-GFP TGF-b/SMAD3 reporter, GFP fluorescence, 18 h; TGF-beta stimulated, 500 pg/mL final; Potency, µM (series often up to 46.1 µM), inactives show top-dose activity, negative = inhibition, actives largely listed as inhibitors; actives 1.2% (n = 410,000); AID 588855; further: potency means the concentration at half of the fitted maximal effect; on the % scale 0 is the no-effect control and ±100 the full control effect; nearly all actives have a fitted effect of over 65% in size
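Cell-based qHTS in HEPG2 carrying a CAGA-GFP Smad reporter; compounds added before 500 pg/mL final TGF-beta, 18 h incubation at 37 degrees C, GFP fluorescence quantified per cell by imaging cytometry.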
ATXN2 expr inh – inhibitors of ATXN2 expression. actives 0.72% (n = 360,000). Potency, µM (series often up to 57 µM), without a hit: at the highest dose activity change, negative = inhibition, most hits filed as inhibitors. HEK-293 ATXN2-luciferase reporter, luminescence, 24 h; further: potency means the concentration at half of the fitted maximal effect; on the % scale 0 is the no-effect control and ±100 the full control effect; nearly all actives have a fitted effect of over 55% in size
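qHTS (up to 57 uM final) was run with 24 h compound exposure of reporter cells at 37 °C. Each well was multiplexed: SteadyGlo luminescence measured ATXN2-luciferase expression after a fluorogenic Gly-Phe-AFC viability readout (25 uM final).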
HepG2 tox – counter-screen for TGF-b inhibitors: cytotoxicity in HepG2 cells; HepG2 CAGA-GFP viability, ATP luminescence, 18 h; Potency, µM (series often up to 46.1 µM), without a hit: top-dose activity change, negative = cytotoxicity, most hits filed as cytotoxic; actives 0.76% (n = 410,000); AID 588856; further: potency means the concentration at half of the fitted maximal effect; some results filed as inactive show a strong effect at the top dose
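HepG2 CAGA-GFP cells (1000/well, DMEM with 1% FBS) received compound, then TGF-beta at 500 pg/mL final, and were incubated 18 hours at 37 degrees C. Viability was read by CellTiter-Glo luminescence. Media-only wells were set as complete cell-killing and DMSO as no toxicity.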
Nrf2 ARE act – activates Nrf2 signaling; AID 624171; Potency, µM (doses to about 46.1 µM), for inactives: top-dose activation, usual class: activators; AREc32 ARE-luciferase reporter (MCF7-derived line), luminescence, 24 h; actives 0.31% (n = 410,000); further: potency means the concentration at half of the fitted maximal effect; % of control where 0% means no effect; nearly all actives have a fitted effect of over 65% in size
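Luciferase luminescence (Steady-Glo, 30 min at room temperature) served as the read-out of ARE activation in AREc32 cells treated with compounds for 24 hr at 37 deg C.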
EPAC2 ag – EPAC2 (human) agonism; Q8WZA2; AID 720711; Potency, µM (doses to about 154 µM), for inactives: at the top dose activation, usual class: activators; EPAC2 activation, biochemical qHTS; response scale: 100% = 6.5 mM cAMP response; actives 0.079% (n = 360,000); further: potency means the concentration at half of the fitted maximal effect; nearly all actives have a fitted effect of over 50% in size
Target sequence (Q8WZA2 whole entry, looked up): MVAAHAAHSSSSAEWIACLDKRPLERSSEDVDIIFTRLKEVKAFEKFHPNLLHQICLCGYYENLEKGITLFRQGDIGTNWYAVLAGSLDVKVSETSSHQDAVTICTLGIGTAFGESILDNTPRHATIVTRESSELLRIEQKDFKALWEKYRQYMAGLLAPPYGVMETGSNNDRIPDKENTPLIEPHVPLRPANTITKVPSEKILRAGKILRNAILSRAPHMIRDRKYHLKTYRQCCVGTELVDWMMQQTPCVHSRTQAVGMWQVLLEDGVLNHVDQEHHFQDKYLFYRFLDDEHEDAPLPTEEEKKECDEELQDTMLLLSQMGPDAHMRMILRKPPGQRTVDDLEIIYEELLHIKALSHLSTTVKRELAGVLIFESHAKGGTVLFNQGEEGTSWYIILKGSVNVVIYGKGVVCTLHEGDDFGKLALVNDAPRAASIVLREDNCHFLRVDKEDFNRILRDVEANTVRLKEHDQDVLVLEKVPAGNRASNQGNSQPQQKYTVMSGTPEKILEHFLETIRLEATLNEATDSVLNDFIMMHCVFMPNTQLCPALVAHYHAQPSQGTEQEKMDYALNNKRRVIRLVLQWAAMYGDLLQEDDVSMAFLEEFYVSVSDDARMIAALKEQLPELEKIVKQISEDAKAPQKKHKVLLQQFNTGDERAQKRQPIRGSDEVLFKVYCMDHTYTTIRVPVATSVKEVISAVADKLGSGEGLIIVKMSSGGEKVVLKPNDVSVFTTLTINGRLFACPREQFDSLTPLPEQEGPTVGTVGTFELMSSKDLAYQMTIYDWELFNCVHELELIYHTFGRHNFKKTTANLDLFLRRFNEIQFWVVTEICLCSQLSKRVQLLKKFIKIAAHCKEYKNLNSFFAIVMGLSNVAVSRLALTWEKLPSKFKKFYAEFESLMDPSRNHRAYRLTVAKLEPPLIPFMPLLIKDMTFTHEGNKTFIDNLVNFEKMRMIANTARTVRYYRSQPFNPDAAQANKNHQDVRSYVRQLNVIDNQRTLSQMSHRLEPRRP
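Setup: EPAC2 100 nM, labeled Rap1B complex 250 nM, free GDP 50 uM. Compound titrations pinned in, brief spin, 5 min room temperature incubation. Kinetic fluorescence read over 30 min, normalized to 6.5 mM cAMP.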
* = called active by the depositor; i = inactive; ? = inconclusive; . = no result given; [ ] = remark or other dose. Unless noted, the call rests on the fitted dose curve; in most records, active means well fitted curve in the direction sought with a large enough effect; inconclusive means small, poorly fitted or top-dose-only effect, or another doubt; inactive means no such curve, though single readings can be large; an effect the other way counts as inactive or inconclusive.

1	Cc1cc(C)cc(NC(=O)CCc2c(C)nc3c(c2C)c(=O)n(C)c(=O)n3C)c1
2	COc1ccc(CNC(=O)CN(C)Cc2ccc(SC)cc2)cc1
3	CCCOc1ccc(N)cc1N
4	CN1/C(=C\C(=O)Nc2ccc(Cl)cc2)C(C)(C)c2ccccc21
5	COc1ccc(C2=CC(c3cc(Br)ccc3F)n3c(nc4ccccc43)N2)cc1 (stereo not drawn)
6	COCCn1c(=NC(=O)CSCC(=O)N2CCOCC2)sc2ccccc21
7	CC(=O)NC(CC(C)C)C(=O)NC(Cc1ccccc1)C(N)=O (stereo not drawn)
8	CC1Cn2c(COc3ccccc3)nnc2S1 (stereo not drawn)
Screen / compound no.	1	2	3	4	5	6	7	8
A549 viability	-11.3%	-1.6%	-20.4%	0.8%	0.7%	0.8%	-4.7%	6.1%
Nrf2 block	-8.0%	10.4%	.	18.2%	.	3.6%	7.0%	-23.4%
IL2 activator	.	4.9	-0.2	-0.2	.	-0.1	-2.4	-1.5
S2 tox	i	i	i	i	i	i	i	i
TGFb SMAD3 inh	2.1%	3.3%	?	?	24.5%	-1.2%	?	-6.7%
ATXN2 expr inh	2.1%	-1.8%	-23.3%	4.9%	-22.2%	-3.3%	19.7%	3.6%
HepG2 tox	-6.4%	0.3%	-102.6%	-23.1%	-22.3%	-7.8%	10.9%	0.4%
Nrf2 ARE act	-0.4%	0.4%	2.2%	0.4%	-0.8%	-0.1%	-0.9%	3.4%
EPAC2 ag	.	-4.8%	-6.8%	6.2%	.	8.9%	-11.1%	6.8%

9	O=C(CCN1CCOCC1)NNC(=O)Nc1cccc([N+](=O)[O-])c1
10	C#CCOCCOCCOCCNc1nc(N2CCN(C(=O)[C@H](CCCCN)n3cc(CCC(=O)O)nn3)CC2)nc(N2CCN(C(=O)[C@H](Cc3ccc(O)cc3)n3cc(CCO)nn3)CC2)n1
11	O=C(NC1=NCCS1)c1cccc2ccccc12
12	CC(C)NC(=S)Nc1cccc2cnccc12
13	O=C(NNC(=S)Nc1ccc(C(=O)O)c(O)c1)c1ccncc1
14	O=C(C=Cc1ccco1)c1ccc([N+](=O)[O-])cc1
15	O=C(NCC(c1cccnc1)N1CCc2ccccc21)C(=O)Nc1ccccc1F (stereo not drawn)
16	Cc1c(NC(=O)CSc2ccccc2F)c(=O)n(-c2ccccc2)n1C
Screen / compound no.	9	10	11	12	13	14	15	16
A549 viability	9.1%	0.6%	1.9%	6.4%	-1.0%	-2.3%	4.7%	1.9%
Nrf2 block	9.6%	5.7%	0.9%	3.0%	?	9.7%	?	4.7%
IL2 activator	-0.1	0.6	-1.0	-2.0	-0.3	0.5	.	-1.5
S2 tox	i	i	i	i	i	i	.	i
TGFb SMAD3 inh	-8.5%	18.9%	-20.1%	22.3%	-1.2%	9.9%	?	-17.6%
ATXN2 expr inh	-14.2%	4.7%	-20.7%	-9.3%	?	4.4%	.	6.6%
HepG2 tox	34.6%	3.8%	-13.8%	16.7%	-8.0%	9.1%	-22.8%	-15.5%
Nrf2 ARE act	1.9%	-1.5%	8.8%	-0.4%	2.6%	?	4.1%	-0.4%
EPAC2 ag	4.1%	11.9%	6.0%	0.4%	3.7%	4.3%	.	-1.7%

17	COc1ccc(NC(=O)CSc2nc3ncccc3[nH]2)c(OC)c1
18	Cc1ccn2c(=O)nc(SCC(=O)N3CCCCCC3)nc2c1
19	O=[N+]([O-])c1cc(C(F)(F)F)c(Cl)cc1N1CCN(CCO)CC1
20	CC(=O)Nc1ccc(-c2nn[nH]n2)cc1
21	Cc1cc(C)cc(NC(=O)C(OC(=O)c2ccc(NC(=O)CC#N)cc2)c2ccccc2)c1 (stereo not drawn)
22	CCOc1cc(NC(=O)c2ccccc2C(=O)O)c(OCC)cc1NC(=O)c1ccccc1F
23	O=C(c1ccc(S(=O)(=O)Nc2cccc(C(F)(F)F)c2)cc1)N1CCOCC1
24	O=C(NCc1cn2ccccc2n1)c1ccccc1
Screen / compound no.	17	18	19	20	21	22	23	24
A549 viability	-8.5%	-8.0%	-4.2%	5.4%	-8.6%	-1.6%	-3.5%	1.1%
Nrf2 block	?	0.1%	-3.2%	2.1%	11.0%	-3.7%	?	20.1%
IL2 activator	.	-0.9	-0.8	-3.5	1.9	-2.1	-0.9	-2.0
S2 tox	.	?	i	i	i	i	i	i
TGFb SMAD3 inh	11.2%	-2.1%	?	-8.7%	-10.5%	-0.3%	0.0%	-13.0%
ATXN2 expr inh	.	4.9%	-1.9%	2.1%	2.7%	-13.1%	-2.8%	-8.4%
HepG2 tox	-17.8%	2.0%	-37.0%	-2.1%	-3.3%	1.1%	-0.4%	-5.7%
Nrf2 ARE act	12.3%	-1.2%	5.3%	1.9%	-0.4%	4.1%	-0.2%	2.5%
EPAC2 ag	.	-2.7%	-9.4%	5.8%	-7.5%	-1.0%	6.1%	9.3%

25	COc1ccc(C(CNC(=O)C(C)Oc2ccc(Br)cc2)N2CCCCC2)cc1 (stereo not drawn)
26	COC(=O)CC1COc2ccccc2N1C(=O)c1ccc(Br)cc1 (stereo not drawn)
27	CCC(=O)c1cn(CC(=O)OC)c2ccccc12
28	Cc1ccccc1NC(=O)CN1C(=O)CSc2ccc(S(=O)(=O)N3CCCCC3)cc21
29	O=C(CN1C(=O)C2CCCN2c2ncc(Cl)cc21)NCc1ccc2c(c1)OCO2 (stereo not drawn)
30	Cc1cc(C)n(-c2ccc(C(=O)Nc3ccc(S(=O)(=O)NCc4ccco4)cc3)cc2)n1
31	CCc1ccc(C(=O)OCC(=O)N2CCCCCC2)cc1
32	COc1cccc(CNC(=O)[C@H](CC(C)C)NC(=O)N2CCn3c2nc2ccccc23)c1
Screen / compound no.	25	26	27	28	29	30	31	32
A549 viability	-1.8%	-1.9%	-19.2%	-5.2%	-0.7%	?	-0.6%	-12.3%
Nrf2 block	-7.2%	-5.8%	-19.2%	0.0%	-13.3%	25.9µM*	-7.7%	?
IL2 activator	0.8	-0.4	0.7	-2.3	0.2	-1.9	0.4	0.7
S2 tox	i	i	i	i	i	i	i	i
TGFb SMAD3 inh	-27.1%	-14.8%	-2.0%	4.9%	-9.5%	?	2.7%	-22.5%
ATXN2 expr inh	-15.0%	-24.0%	4.0%	1.6%	-7.7%	-31.0%	18.4%	-3.7%
HepG2 tox	-29.6%	9.8%	-23.0%	-12.2%	16.5%	-22.0%	-0.6%	-20.3%
Nrf2 ARE act	0.6%	-0.9%	-0.6%	-0.5%	-0.3%	-1.5%	3.0%	0.1%
EPAC2 ag	-6.6%	15.1%	-1.4%	16.5%	6.9%	6.8%	9.2%	-1.4%

33	COc1ccc(CCN(C)C(=O)c2cc(-c3ccccc3)nc3ccc(C)cc23)cc1OC
34	Cc1ccccc1OCC(=O)N/N=C1\SCC(=O)N1Cc1ccccc1
35	O=C(Nc1ccc2c(c1)OCCO2)C1CCC1
36	Cc1ccc(Nc2ncnc3sc4c(c23)CCC(C)C4)cc1C (stereo not drawn)
37	COc1ccccc1CNC(=O)C(=O)Nc1nccs1
38	Cc1cn([C@H]2C[C@H](O)[C@@H](CNS(=O)(=O)c3ccc(NS(=O)(=O)N(C)C)cc3)O2)c(=O)[nH]c1=O
39	C#CCOCCOCCOCCNc1nc(N2CCN(C(=O)[C@H](CCC(=O)O)n3cc(C(N)CC(C)C)nn3)CC2)nc(N2CCN(C(=O)[C@H](CCC(=O)O)n3cc(C(N)[C@H](C)CC)nn3)CC2)n1 (stereo partly drawn)
40	CCc1ccccc1OCC(=O)Nc1cc(S(=O)(=O)N2CCOCC2)ccc1N1CCCCC1
41	COc1ccc(OC)c2[nH]c(=O)c(CCNC(=O)C(=O)c3c(C)[nH]c4ccccc34)cc12
42	O=C(COC(=O)c1c(Cl)ccc(Cl)c1Cl)NCC1CCCO1 (stereo not drawn)
Screen / compound no.	33	34	35	36	37	38	39	40	41	42
A549 viability	-19.8%	2.6%	-4.0%	-2.2%	1.1%	.	-5.7%	-11.8%	-0.7%	-0.3%
Nrf2 block	?	-7.2%	23.9%	1.4%	?	.	8.8%	?	-0.7%	-11.5%
IL2 activator	-2.3	0.4	0.5	.	-0.9	-3.7	0.6	0.7	0.4	0.1
S2 tox	i	i	i	i	i	i	i	i	i	i
TGFb SMAD3 inh	4.7%	-5.2%	-7.5%	10.1%	28.8%	?	1.9%	-0.7%	-9.0%	0.9%
ATXN2 expr inh	1.3%	2.6%	9.7%	0.4%	54.8%[activator]	1.8%	7.5%	-14.9%	-6.2%	-15.0%
HepG2 tox	17.9%	5.4%	-4.2%	7.9%	-19.3%	-22.1%	-0.1%	7.8%	-5.4%	-20.0%
Nrf2 ARE act	-0.6%	0.0%	2.0%	0.1%	3.3%	-0.5%	-1.4%	-0.2%	0.1%	-0.2%
EPAC2 ag	8.6%	9.5%	6.8%	.	13.0%	16.3%	2.6%	8.0%	7.4%	-1.2%

3 structures already listed, arranged by SMILES length, high to low.
15	O=C(NCC(c1cccnc1)N1CCc2ccccc21)C(=O)Nc1ccccc1F (stereo not drawn)
9	O=C(CCN1CCOCC1)NNC(=O)Nc1cccc([N+](=O)[O-])c1
35	O=C(Nc1ccc2c(c1)OCCO2)C1CCC1
Screen / compound no.	15	9	35
A549 viability	4.7%	9.1%	-4.0%
Nrf2 block	?	9.6%	23.9%
IL2 activator	.	-0.1	0.5
S2 tox	.	i	i
TGFb SMAD3 inh	?	-8.5%	-7.5%
ATXN2 expr inh	.	-14.2%	9.7%
HepG2 tox	-22.8%	34.6%	-4.2%
Nrf2 ARE act	4.1%	1.9%	2.0%
EPAC2 ag	.	4.1%	6.8%
